AID2073 – inhibitors of Mint1-CaV2.2 protein interaction, biochemical, HTRF (AID 2073). Voltage-dependent N-type calcium channel subunit alpha-1B (Homo sapiens). HTRF protein-protein interaction, Mint1-CaV2.2; higher % means a stronger effect. inhibition, % at 20 µM; hits with a dose series show IC50 in µM. actives 0.19% (n = 290,000); in the data active = inhibition mostly above about 51%, no sharp cut-off; also: some results filed as inactive read as strong as hits
Yfh1-off respiration – enhancers of respiration in Yfh1-depleted yeast, dose response, Friedreich's ataxia, plus single-dose screen (AID 1465); actives 0.074% (n = 220,000); fold induction at 50 µM; hits with a dose series show EC50 in µM; S. cerevisiae Yfh1-off respiration, WST-1 reduction, 72 h; higher fold induction means a stronger effect;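 active = fold induction of absorbance versus untreated yeast above a set limit, then at least 30% activation at any dose in follow-up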;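 also: activators that raise dye reduction in frataxin-depleted yeast; strong numbers were not always called active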
Dengue-2 NS5 capping – Dengue-2 NS5 methyltransferase inhibitors, primary screen, biochemical, confirmation dose response (AID 588689); Genome polyprotein (Dengue virus type 2 (strain 16681-PDK53)); Dengue-2 NS5 methyltransferase capping enzyme assay, biochemical; higher % means a stronger effect; inhibition, % at 25 µM, or IC50 in µM where a hit was titrated; actives 0.3% (n = 340,000); in the data active = a potency from the dose series
NOD2 inhibition – NOD2 signaling inhibitors, cell-based, luminescence, uHTS, HEK293 (AID 1566); actives 0.63% (n = 290,000); one-dose inhibition, % at 4 µM; EC50 in µM for titrated hits; HEK293 NOD2/NF-kB luciferase reporter, luminescence; higher % means a stronger effect; also: many of its hits are not listed in these tables
KOR beta-arrestin-1 – KOR antagonists, beta-arrestin recruitment, cell-based, luminescence, uHTS (AID 1778). inhibition, % at 10 µM; hits with a dose series show IC50 in µM. actives 0.091% (n = 290,000). KOR beta-arrestin recruitment, luminescence, antagonist mode; higher % means a stronger effect; also: strong numbers were not always called active
KOR beta-arrestin-2 – KOR agonists, beta-arrestin recruitment, primary screen, cell-based, luminescence, uHTS (AID 1777). Kappa-type opioid receptor (Homo sapiens). KOR beta-arrestin recruitment, luminescence; higher % means a stronger effect. activation, % at 10 µM; hits with a dose series show EC50 in µM. actives 0.02% (n = 280,000); in the data active = activation above about 50%, passing the limit was not always enough; also: a part of the inactive calls stands beside numbers as strong as those of hits
West Nile antiviral – West Nile virus antiviral activity, cell-based, CPE readout (AID 1621) | West Nile virus-infected cells, CPE inhibition; higher % means a stronger effect | CPE inhibition, % at 10 µM; hits with a dose series show IC50 in µM | actives 0.02% (n = 290,000); in the data active = a potency from the dose series; also: strong numbers were not always called active
HIV fusion peptide – inhibitors of HIV fusion peptide binding, primary screen, biochemical, uHTS, fluorescence dequenching (AID 1986). cell-free peptide binding, fluorescence dequenching, 30 min; higher % means a stronger effect. actives 0.3% (n = 290,000). inhibition, % at 20 µM, or IC50 in µM where a hit was titrated; in the data active = inhibition mostly above about 52%, no sharp cut-off; inactive = mostly below about 76%; also: some results filed as inactive read as strong as hits
NOD1 inhibition – NOD1 signaling inhibitors, primary screen, cell-based, luminescence, uHTS (AID 1578); actives 1% (n = 290,000); one-dose inhibition, % at 4 µM; EC50 in µM for titrated hits; NOD1-driven NF-kB luciferase reporter cells, luminescence; higher % means a stronger effect; in the data active = inhibition mostly above about 36%, no sharp cut-off; inactive = mostly below about 34%;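 also: HEK-293T reporter cells stimulated with the NOD1 agonist gamma-tri-DAP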
* marks the source's active call; other numbers are inactive results; i = inactive; nt = no result given; & = joins results of further samples; [ ] = dose if it differs, or a comment. Rule as the data show it, unless noted: active = inhibition above about 50%; inactive = the rest. Only part of the results is shown; count on the stated rates, not on these rows.

SMILES	AID2073	Yfh1-off respiration	Dengue-2 NS5 capping	NOD2 inhibition	KOR beta-arrestin-1	KOR beta-arrestin-2	West Nile antiviral	HIV fusion peptide	NOD1 inhibition
CCOP(=O)(c1ccc(N(C)C)cc1)C(O)c1ccc(C)cc1 (configuration not stated)	13.9%	nt	3.3%	11.9%	-4.8%	-0.8%	-0.8%	1.7%	-9.7%
CCN(c1ccc(NC(=O)CCNC(=O)c2ccco2)cc1)C(C)C	-12.2%	i	-6.3%	10.5%	6.0%	5.9%	-0.3%	-1.6%	-12.2%
Cc1ccc(S(=O)(=O)Nc2ccc3c(c2)OCCO3)c(C)c1NS(C)(=O)=O	5.5%	nt	nt	19.9%	-4.3%	-1.0%	-0.2%	0.8%	18.7%
Cc1c(NC(=O)C(C)c2ccc(CC(C)C)cc2)c(=O)n(-c2ccccc2)n1C (configuration not stated)	-1.1%	i	2.9%	13.3%	-18.6%	-1.7%	-0.6%	0.7%	-16.7%
Cc1ccc(NC(=O)CN(C)c2ccc(S(=O)(=O)N3CCN(C)CC3)cn2)cc1	0.6%	i	-2.3%	19.5%	-13.0%	0.1%	-0.8%	25.2%	15.4%
Cc1ccc(NC(=O)c2ccc(Oc3ncccn3)cc2)cc1	0.7%	i	-2.3%	-44.8%	11.8%[20 µM]	-1.5%	-0.2%	0.9%	-36.1%
O=C(O)c1ccc2cccc(Cl)c2c1O	-20.7%	i	16.6%	-1.2%	-19.7%	3.0%	0.3%	20.7%	-26.2%
Cc1ccc(C(CC(=O)N2CCOCC2)c2ccco2)cc1 (configuration not stated)	21.4%	i	-19.2%	10.6%	-30.4%	-3.4%	0.1%	1.8%	-15.7%
CCCC1=NN(C(=O)Cc2ccc([N+](=O)[O-])cc2)C(O)(C(F)(F)F)C1 (configuration not stated)	4.1%	i	3.4%	1.9%	21.5%	-6.2%	-1.0%	2.3%	-22.9%
CCn1c(COc2ccc(C)cc2)nnc1SCc1nc2ccccc2[nH]1	1.2%	i	-6.2%	20.3%	1.4%	-4.1%	0.3%	-2.2%	0.3%
O=C(COc1ccccc1)N/N=C/c1ccc(O[C@@H]2O[C@H](CO)[C@@H](O)[C@H](O)[C@H]2O)cc1	1.0%	i	-5.2%	-26.0%	-14.8%	9.2%	0.7%	1.4%	-7.4%
COc1cccc(N2C(=O)C3C(C2=O)C3(c2ccccc2)c2ccccc2)c1 (configuration not stated)	-10.6%	i	-3.8%	14.6%	-3.2%	nt	0.0%	-1.1%	-12.4%
Cc1ccc(C(=O)N2CCC3(CC2)Oc2ccc(Cl)cc2C(=O)C32CC(c3ccccc3)=NO2)s1 (configuration not stated)	4.8%	i	-7.7%	13.5%	26.1%	0.2%	-0.3%	0.1%	-7.1%
O=C(CN1C(=O)NC2(CCCC2)C1=O)Nc1ccc(Cl)cc1F	2.4%	nt	4.5%	-0.4%	-3.9%	-1.8%	-0.4%	-1.1%	-6.5%
Cc1cc(C)c(C(=O)C(C)OC(=O)C2=COCCO2)cc1C (configuration not stated)	3.8%	nt	-2.6%	-8.8%	13.8%	-0.4%	1.3%	2.4%	-26.0%

Whole records as entered above. Values in the order: AID2073, Yfh1-off respiration, Dengue-2 NS5 capping, NOD2 inhibition, KOR beta-arrestin-1, KOR beta-arrestin-2, West Nile antiviral, HIV fusion peptide, NOD1 inhibition
Results for `Cc1c(NC(=O)C(C)c2ccc(CC(C)C)cc2)c(=O)n(-c2ccccc2)n1C` (configuration not stated) → -1.1%, i, 2.9%, 13.3%, -18.6%, -1.7%, -0.6%, 0.7%, -16.7%
Results for `Cc1ccc(NC(=O)CN(C)c2ccc(S(=O)(=O)N3CCN(C)CC3)cn2)cc1` → 0.6%, i, -2.3%, 19.5%, -13.0%, 0.1%, -0.8%, 25.2%, 15.4%
Results for `COc1cccc(N2C(=O)C3C(C2=O)C3(c2ccccc2)c2ccccc2)c1` (configuration not stated) → -10.6%, i, -3.8%, 14.6%, -3.2%, nt, 0.0%, -1.1%, -12.4%

(more compounds)
SMILES	AID2073	Yfh1-off respiration	Dengue-2 NS5 capping	NOD2 inhibition	KOR beta-arrestin-1	KOR beta-arrestin-2	West Nile antiviral	HIV fusion peptide	NOD1 inhibition
CCN(C(=O)COC(=O)c1ccc(S(=O)(=O)N2CCCc3ccccc32)cc1)C1CCS(=O)(=O)C1 (configuration not stated)	-5.2%	i	-4.4%	-2.5%	-6.5%	-4.2%	1.8%	0.2%	-30.4%
C=C(C)CSc1nc2c(c(=O)[nH]c(=O)n2C)n1Cc1ccccc1	-15.5%	i	0.0%	27.8%	27.4%	-1.8%	-0.1%	-0.6%	28.6%
Cc1ccccc1Nc1nc(N)nc(CN(C)c2ccccc2)n1	-9.0%	nt	-12.0%	-2.3%	12.3%	34.3%	0.1%	-1.0%	-27.8%
CCn1cc(C(=O)NC(C)C)c(=O)c2cc(F)c(N3CCN(C(=O)c4ccco4)CC3)cc21	19.0%	nt	1.8%	30.8%	3.4%	-2.5%	0.5%	-0.4%	-18.6%
CCOC(=O)c1nnn(-c2ccccc2C#N)c1C	28.5%	i	5.6%	0.8%	-19.9%	-1.0%	0.2%	1.3%	-11.5%
CC1=C(C#N)C(c2cn(-c3ccccc3)nc2-c2cccs2)C(C#N)=C(C)N1	10.2%	i	4.8%	-44.2%	8.7%	nt	-0.5%	0.4%	-15.6%
CC(=O)Nc1ccccc1-c1ccc(C)o1	-12.6%	i	2.8%	11.4%	20.3%	4.8%	0.3%	-0.4%	-0.1%
O=C(NC(N1CCOCC1)C(Cl)(Cl)Cl)c1ccccc1Cl (configuration not stated)	-4.2%	i	0.8%	-7.1%	-3.0%	-6.0%	-0.2%	-1.8%	-19.0%
O=C(CCl)N(CCc1ccccc1)CCc1ccccc1	-0.7%	nt	-5.1%	-17.2%	-26.3%	5.7%	-1.4%	1.2%	36.2%
COc1ccc(C2=NN(c3nc(-c4ccccc4)c(CC(=O)O)s3)C(c3ccco3)C2)cc1 (configuration not stated)	35.4%	i	-3.2%	9.3%	-6.3%	2.8%	0.1%	53.5%	-20.0%
O=C(CSc1ncnc2ccccc12)NCCCO	0.5%	i	-9.0%	-3.3%	-10.5%	-3.6%	0.4%	-0.4%	-24.5%
O=C1CC(c2ccccc2)c2ccc(O)cc2O1 (configuration not stated)	-8.2%	i	-11.3%	5.4%	24.2%	-2.2%	0.2%	0.5%	-39.3%
CC1CCN(CCCNC(=O)CCNC(=O)Cn2cnc3ccccc3c2=O)CC1	-7.3%	nt	-1.6%	16.1%	-14.9%	-3.2%	-0.3%	-0.2%	-4.7%
CCn1c(COc2ccccc2)nnc1SCC(=O)NC1CCCCC1	32.0%	i	0.0%	11.5%	-11.9%	0.9%	0.2%	-4.6%	-7.5%
C=CCN1C(=O)N(c2ccccc2)C(=O)C1CC(=O)Nc1ccc(OC)cc1 (configuration not stated)	10.3%	nt	-12.0%	-13.2%	-17.6%[20 µM]	nt	-0.1%	-0.9%	3.9%

Two consecutive records from above, quoted:
SMILES	AID2073	Yfh1-off respiration	Dengue-2 NS5 capping	NOD2 inhibition	KOR beta-arrestin-1	KOR beta-arrestin-2	West Nile antiviral	HIV fusion peptide	NOD1 inhibition
CCN(C(=O)COC(=O)c1ccc(S(=O)(=O)N2CCCc3ccccc32)cc1)C1CCS(=O)(=O)C1 (configuration not stated)	-5.2%	i	-4.4%	-2.5%	-6.5%	-4.2%	1.8%	0.2%	-30.4%
C=C(C)CSc1nc2c(c(=O)[nH]c(=O)n2C)n1Cc1ccccc1	-15.5%	i	0.0%	27.8%	27.4%	-1.8%	-0.1%	-0.6%	28.6%

Continuation.
SMILES	AID2073	Yfh1-off respiration	Dengue-2 NS5 capping	NOD2 inhibition	KOR beta-arrestin-1	KOR beta-arrestin-2	West Nile antiviral	HIV fusion peptide	NOD1 inhibition
O=C(NCCO)c1cc2ccccc2cc1O	16.2%&20.0%	i	8.9%	5.7%&-43.7%	25.4%&47.6%	-1.9%&-0.5%	-0.1%&0.3%	-2.7%&-2.6%	-12.5%&-6.3%
COc1ccc(OC)c(CC(NC(C)=O)C(=O)NC2CCN(c3nc(OC)nc(OC)n3)CC2)c1 (configuration not stated)	1.1%	i	-10.8%	0.1%	-5.7%	-3.3%	0.9%	-1.3%	-39.7%
Nc1nc(SCc2cccc(Br)c2)n[nH]1	-4.3%	nt	0.0%	-9.8%	-16.9%	-3.4%	-1.1%	-0.3%	-7.3%
NC(=O)c1cc[n+](CC(=O)c2ccc(NC(=O)c3ccccc3)cc2)cc1	4.9%	i	-14.6%	5.7%	-3.2%	-7.6%	-0.1%	-2.6%	-31.4%
CCCc1cc(=O)oc2cc(OCC(=O)OC)cc(OCC(=O)OC)c12	28.5%	i	nt	14.1%	13.0%	0.4%	0.0%	1.1%	-2.4%
FC(F)Sc1ccc(NC(=S)NCC2CCCCC2)cc1	29.0%	i	-7.2%	-17.7%	-29.8%	0.3%	nt	1.0%	-18.9%
COc1ccc(NC(=O)CSc2nc3ccccc3cc2Cc2ccccc2)cc1	14.2%	i	-0.7%	-60.5%	-13.7%	3.8%	-0.3%	0.6%	-5.8%
Cc1c(-c2ccc(Br)cc2)[n+](=O)c2c(n1[O-])CCCCC2	10.1%	i	nt	12.4%	13.6%	nt	-0.4%	-1.6%	-2.8%
FC(F)(F)c1ccccc1C1C2=C(Nc3ncnn31)c1ccccc1CCC2 (configuration not stated)	-35.3%	i	nt	-3.8%	-53.1%	15.3%	-0.4%	-0.4%	-36.0%
Cc1nc2c(c(=O)n1Cc1ccccc1Cl)c1nc3ccccc3nc1n2Cc1ccco1	38.1%	nt	nt	20.5%	-80.0%	-1.3%	nt	21.9%	17.8%
CCOc1cc(/C=C/C(=O)OCC(=O)NC2CCS(=O)(=O)C2)ccc1OCc1ccccc1 (configuration not stated)	3.0%	i	-2.3%	16.2%	-8.4%	-1.3%	1.0%	-1.2%	-16.6%
CCC(=O)Nc1nc(-c2ccc3c(c2)OCCO3)cs1	4.3%	i	2.1%	-108.7%	20.5%	-3.8%	-0.1%	0.5%	-36.4%
COc1ccc(NC(=S)NCCCN2CCN(C3CCCCC3)CC2)cc1	-2.2%	i	-3.2%	-28.3%	-12.5%	10.5%	-0.5%	-1.3%	-19.6%
Cc1ccccc1-c1nnc2s/c(=C\c3ccc(N(C)C)cc3)c(=O)n12	6.7%	nt	nt	-5.8%	-39.2%	10.5%	nt	1.7%	-79.2%
O=c1c2cc(NC(=S)N3CCC(N4CCCCC4)CC3)ccc2nc2n1CCCCC2	2.4%	i	-4.5%	-8.1%	-34.1%	1.0%	-0.4%	-0.3%	-28.8%
CCc1nonc1NC(=O)c1oc2ccc(C)cc2c1C	0.6%	nt	1.8%	-25.2%	-1.3%	-1.1%	-0.1%	0.2%	-60.0%

Screens as filed in PubChem.
